HSF-1 act = increases HSF-1 driven luciferase reporter signal; AID 504408; 300,000 compounds, 1.7% hits; activation, % at 9 µM; NIH3T3-HGL HSF-1 luciferase reporter, MG132, 8 h; 100% = twice DMSO control signal;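 active = mean replicate activation of at least 50% with a set share of replicates each reaching 50%; inconclusive = only one of those two conditions met; inactive = mean below 50% and too few replicates reaching it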;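 note: 0% = median of the neutral control wells and 100% = twice that signal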
Dyrk1A ADPGlo = Dyrk1A (rat) kinase inhibition; ADP-Glo luminescence, NFATc1 peptide; inhibition, % at 12.5 µM; 310,000 compounds, 0.43% hits; Q63470; AID 504441; in the data active = inhibition above about 50%;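 note: plate controls were vehicle with enzyme for no effect and no enzyme for full effect; many of its hits are not listed in these tables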
GSK3 alpha inh = human GSK-3 alpha kinase inhibition | 320,000 compounds, 0.1% hits | inhibition, % at 10 µM | ADP-Glo luminescence, 60 min;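 in the data active = inhibition above about 50%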;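 note: GST-tagged GSK-3 alpha with peptide substrate and 25 µM ATP; 0% = DMSO neutral wells and 100% = GW8510 positive control wells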
Target sequence (P49840 whole entry, looked up): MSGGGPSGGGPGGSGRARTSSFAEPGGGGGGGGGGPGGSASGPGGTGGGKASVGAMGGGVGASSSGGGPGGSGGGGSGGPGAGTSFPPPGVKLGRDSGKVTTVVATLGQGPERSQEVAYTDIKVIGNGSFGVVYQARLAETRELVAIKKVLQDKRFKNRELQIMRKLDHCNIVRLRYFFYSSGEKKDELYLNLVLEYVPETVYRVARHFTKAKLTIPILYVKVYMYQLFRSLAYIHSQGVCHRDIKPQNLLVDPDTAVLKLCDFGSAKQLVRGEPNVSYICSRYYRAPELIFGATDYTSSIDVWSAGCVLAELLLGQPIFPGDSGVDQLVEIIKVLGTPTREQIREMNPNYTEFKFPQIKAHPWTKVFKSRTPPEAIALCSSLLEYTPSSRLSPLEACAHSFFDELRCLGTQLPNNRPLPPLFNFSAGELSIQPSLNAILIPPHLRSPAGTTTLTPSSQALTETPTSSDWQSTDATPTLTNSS
HSF1 inhib = HSF1 inhibition; NIH3T3-HGL HSE-luciferase, MG132-induced, luminescence 8 h; hits give low values; activity change, negative = inhibition, % at 7.5 µM (by protocol); 300,000 compounds, 0.77% hits; AID 2098;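 active = more than half of replicate wells show activity change below -50%, luminescence cut by over half; inconclusive = some wells, but at most half, below -50%; inactive = no replicate well below -50%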;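 note: luciferase reports HSF-1 transcriptional activity via heat shock element; 0% = median of DMSO wells and -100% = zero luminescence signal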
HSP90 refold inh = HSP90 refolding inhibition in rabbit reticulocyte lysate | 290,000 compounds, 0.91% hits | inhibition, % at 5.6 µM | luciferase refolding luminescence, 3 h;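 active = inhibition above the screen-wide mean plus 3 SD, computed separately per campaign, cut at about 16% in these data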;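 note: 0% = DMSO wells and 100% = 60 µM geldanamycin wells; inhibitors lower the luminescence because luciferase stays unfolded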
Platelet DG rel = modulates dense granule release in human platelets | inhibition, %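 (compounds screened at 7.5 µM in platelet-rich plasma)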 | 300,000 compounds, 0.22% hits | human platelet-rich plasma, SFLLRN dense granule ATP release, luminescence;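 active = mean replicate score, as percent of positive control, at or above 50; inconclusive = mean below 50 but at least one replicate at or above 50; inactive = mean and every replicate below 50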
PolyA inhibitor = yeast polyadenylation inhibition; S. cerevisiae SKY197-pL101 polyadenylation reporter, beta-gal luminescence; efflux-impaired pdr1/pdr3 knockout yeast; score 100 = 6 SD above DMSO; calls only at 12 µM; 300,000 compounds, 0.02% hits;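 active = lowest replicate activity score at least 50, where 100 means six control SD above control mean; inconclusive = lowest score under 50 but half or more replicates reach 50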;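 note: yeast exposed to compound for 9 h at 30 °C; higher score means more reporter readthrough which indicates perturbed polyadenylation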
HDAC3 inhib = blocks human histone deacetylase 3; O15379; recombinant HDAC3, fluorogenic peptide/trypsin coupled, fluorescence; inhibition, % at 8.3 µM; 320,000 compounds, 0.15% hits; AID 2718; in the data active = inhibition above about 26%, passing the limit was not always enough; inconclusive = no clear call, values can overlap the other calls
GSK3B inh = blocks human GSK3beta kinase activity; P49841; GST-GSK3beta kinase, ADP-Glo luminescence, 60 min; hits give low values; activity score (negative = inhibition), % at 10 µM; 300,000 compounds, 0.038% hits; AID 2097;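 active = more than half of replicate wells score below -50%, meaning over 50% inhibition versus plate controls; inconclusive = some replicates but at most half score below -50%; inactive = no replicate scores below -50%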;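 note: 0% = median DMSO wells and -100% = median GW8510 positive control wells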
Target sequence (P49841 whole entry, looked up): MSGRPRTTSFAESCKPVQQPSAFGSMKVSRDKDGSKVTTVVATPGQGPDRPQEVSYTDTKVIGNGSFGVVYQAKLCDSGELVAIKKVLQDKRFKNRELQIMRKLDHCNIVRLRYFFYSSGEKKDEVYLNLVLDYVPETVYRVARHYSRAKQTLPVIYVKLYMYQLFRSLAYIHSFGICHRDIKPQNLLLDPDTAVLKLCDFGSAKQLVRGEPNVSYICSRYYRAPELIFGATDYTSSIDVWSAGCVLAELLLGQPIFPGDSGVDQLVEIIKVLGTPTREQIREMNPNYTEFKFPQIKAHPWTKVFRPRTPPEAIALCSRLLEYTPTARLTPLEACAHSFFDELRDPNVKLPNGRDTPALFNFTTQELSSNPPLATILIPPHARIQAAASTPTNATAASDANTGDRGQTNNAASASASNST
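Test system – GST-tagged human GSK3beta kinase, cell-free · Incubation – 60 min enzyme reaction, room temperature · Signal – ADP-Glo luminescence · Also added – peptide substrate and ATP at 25 µM · Controls – DMSO neutral wells and GW8510 at 20 µM as positive · Buffer or medium – Tris/MgCl2 kinase buffer · Measure – Luminescence-derived activity versus plate DMSO and GW8510 wells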
AI-2 QS modul = modulators of Vibrio harveyi AI-2 quorum sensing system. 300,000 compounds, 0.4% hits. Vibrio harveyi JMH597 AI-2 luminescence/OD600 ratio, 9 h; hits give low values; strain lacks LuxN and CqsS sensors; 0 = neutral-control median. activity change, % at 7.5 µM; in the data active = activity change below about -75%, passing the limit was not always enough; inconclusive = no clear call, values can overlap the other calls;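 note: luminescence divided by OD600 gain over 9 h not by final OD600 alone; inactives centre near 13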
* hit, by the source's call; i = inactive; ? = inconclusive; nt = not tested or not shown. Some of the compounds tested. The share of hits here may be higher or lower than overall.

The first four compounds, to show the layout:
| HSF-1 act | Dyrk1A ADPGlo | GSK3 alpha inh | HSF1 inhib | HSP90 refold inh | Platelet DG rel | PolyA inhibitor | HDAC3 inhib | GSK3B inh | AI-2 QS modul | smiles |
| --- | --- | --- | --- | --- | --- | --- | --- | --- | --- | --- |
| 2 | 14 | 2 | -3 | 3 | 0 | i | 3 | -2 | 12 | CN(C(=O)c1cnccn1)c1nnc(-c2cnccn2)s1 |
| -1 | -2 | -1 | 0 | 2 | -1 | i | -4 | -3 | 4 | COc1ccc(CCNC(=O)c2nnn(CC(=O)Nc3c(C)cc(C)cc3C)c2N)cc1OC |
| 1 | 6 | nt | -2 | 11 | -1 | i | 18 | -1 | 10 | CCO[C@H]1OC(C(=O)NCc2nc3ccccc3[nH]2)=C[C@@H](c2ccc(C(F)(F)F)cc2)[C@@H]1CCCO |
| -9 | 2 | nt | -2 | -2 | -1 | i | 4 | 4 | 10 | CCOC(=O)C(Cc1ccccc1)NC(=O)CCc1c(C)nc2ncnn2c1C (centres undefined) |

This part in full (from the top)
| HSF-1 act | Dyrk1A ADPGlo | GSK3 alpha inh | HSF1 inhib | HSP90 refold inh | Platelet DG rel | PolyA inhibitor | HDAC3 inhib | GSK3B inh | AI-2 QS modul | smiles |
| --- | --- | --- | --- | --- | --- | --- | --- | --- | --- | --- |
| 2 | 14 | 2 | -3 | 3 | 0 | i | 3 | -2 | 12 | CN(C(=O)c1cnccn1)c1nnc(-c2cnccn2)s1 |
| -1 | -2 | -1 | 0 | 2 | -1 | i | -4 | -3 | 4 | COc1ccc(CCNC(=O)c2nnn(CC(=O)Nc3c(C)cc(C)cc3C)c2N)cc1OC |
| 1 | 6 | nt | -2 | 11 | -1 | i | 18 | -1 | 10 | CCO[C@H]1OC(C(=O)NCc2nc3ccccc3[nH]2)=C[C@@H](c2ccc(C(F)(F)F)cc2)[C@@H]1CCCO |
| -9 | 2 | nt | -2 | -2 | -1 | i | 4 | 4 | 10 | CCOC(=O)C(Cc1ccccc1)NC(=O)CCc1c(C)nc2ncnn2c1C (centres undefined) |
| -3 | 0 | -1 | -5 | 1 | -5 | i | 3 | 1 | 10 | O=S(NC1CCCCC1)C12CC3CC(CC(C3)C1)C2 (centres undefined) |
| 4 | 2 | 5 | 1 | 0 | -2 | i | ? | 6 | 8 | CCCOC(=O)c1ccc(NC(=O)c2c(Cl)ccc(Cl)c2OC)cc1 |
| -15 | 4 | 0 | -8 | 3 | -2 | i | 3 | 1 | 23 | O=C(O)c1ccc(NC(=S)NC(NC(=O)c2ccco2)C(Cl)(Cl)Cl)cc1 (centres undefined) |
| 11 | 9 | 0 | 3 | -1 | 12 | i | -2 | 3 | ? | COc1ccc2c(C(=O)CN(C)C3CCCCC3)c[nH]c2c1 |
| -9 | 5 | 7 | -5 | 3 | 14 | i | -1 | 1 | 6 | CCOC(=O)C1=C(COC(=O)COc2ccc(C#N)cc2)NC(=O)NC1C (centres undefined) |
| 13 | -5 | -1 | 16 | 2 | 0 | i | 15 | 5 | 67 | CCOc1cc(C(=O)OCC(=O)c2cc(C)n(CC3CCCO3)c2C)ccc1OCC(=O)N1CCOCC1 (centres undefined) |
| 13 | 2 | -4 | -1 | -2 | 5 | i | -4 | -1 | 21 | CCN(CC)C(=O)CSc1nnc(CNc2ccc(F)cc2)n1-c1ccccc1 |
| 32 | -1 | 6 | 16 | -5 | 25 | i | -4 | 1 | 12 | O=C(Nc1nc2ccccc2s1)c1cc2c(s1)-c1ccccc1OC2 |
| -12 | 12 | 9 | -13 | -5 | 1 | i | -1 | 3 | 6 | O=c1[nH]cnc2c1sc1nc3c(c(-c4ccc(Cl)cc4)c12)CCC3 |
| -3 | nt | 1 | -1 | 4 | -3 | i | ? | 0 | 35 | CCCCCCCCc1nc(SCC(C)=O)n[nH]1 |
| 17 | -3 | -1 | -2 | 3 | 0 | i | 1 | 3 | 6 | COc1ccc(-c2nnn(CC(=O)N(CCN3CCOCC3)C(C(=O)NC3CCCC3)c3ccco3)n2)cc1 (centres undefined) |
| -6 | -3 | -3 | -3 | -4 | -2 | i | 3 | -4 | 4 | O=C(OC(C(=O)NC1CCCC1)c1cccnc1)C1=Cc2ccccc2OC1 (centres undefined) |
| -6 | -1 | -2 | -9 | -1 | -2 | i | 0 | -2 | 37 | CC(=O)N1CCc2cc(Br)cc(S(=O)(=O)N3CCCCCC3)c21 |
| 6 | nt | -4 | 2 | -1 | -13 | i | 1 | -1 | 29 | Cc1ccc(C)c(NC(=O)C(Sc2nc3ccccc3c(=O)n2CC(C)C)c2ccccc2)c1 (centres undefined) |
| -5 | 4 | 1 | 0 | 5 | -4 | i | -16 | -1 | 20 | CCN(CC)C(=O)CN(c1ccc2c(c1)OCO2)S(C)(=O)=O |
| 34 | 2 | 0 | 18 | -2 | 18 | i | 0 | 5 | 12 | CN1N=C(/C=C/c2ccccc2)CCC1=O |
| -46 | nt | -2 | -36 | -3 | -6 | i | -1 | -3 | 16 | COCCCN(CC(=O)Nc1ccc(N2CCOCC2)cc1)S(=O)(=O)c1ccc(C)cc1 |
| -5 | 1 | 1 | -1 | nt | 0 | i | 4 | 0 | 1 | CCOc1ccc(C(=O)COC(=O)c2cc([N+](=O)[O-])ccc2N2CCOCC2)cc1 |
| 0 | 9 | -1 | 2 | -3 | 3 | i | 3 | -6 | 14 | O=C(NCC1CC1)Nc1cccc(C(F)(F)F)c1 |
| -12 | 0 | 0 | -4 | 1 | 10 | i | -10 | 0 | 12 | CCOC(=O)/C=C1\SCC(=O)N1CC(=O)NC1CCCCC1 |
| -10 | -6 | 0 | -4 | 3 | 4 | i | 2 | 0 | 12 | CN1/C(=C/C=C(C#N)C#N)C=Cc2ccccc21 |
| 13 | -9 | -4 | 1 | 1 | 3 | i | nt | 2 | 22 | O=C(Nc1cccc(C(F)(F)F)c1)C(Sc1n[nH]c(=O)[nH]c1=O)c1ccccc1 (centres undefined) |
| 42 | 5 | -4 | 8 | -1 | 1 | i | 1 | 0 | 13 | Cc1ccc(-c2nnc(SCC(=O)NC3CC3)o2)cc1 |
| 6 | 8 | 25 | -5 | -1 | 0 | i | -6 | -15 | 26 | CCc1c(C)nc2c(C#N)c(C)[nH]n2c1=O |
| 15 | -43 | 0 | -3 | 7 | 0 | i | 1 | -3 | 15 | CCOc1ccc(-c2csc(N)c2C(=O)OC)cc1 |
| 20 | -1 | 0 | 2 | 0 | -6 | i | 3 | 0 | 14 | O=C(CSc1nc2ccccc2s1)NC(=O)NCc1ccco1 |
| -5 | nt | -2 | 0 | -2 | 1 | i | 0 | -2 | 33 | O=C(O)CCCNS(=O)(=O)/C=C/c1ccccc1 |
| 18 | 5 | 2 | -8 | 34* | 12 | i | -3 | 2 | 8 | N/C(=N\OC(=O)c1cccc(Cl)c1)c1ccccn1 |
| 15 | -6 | -2 | 2 | 1 | -4 | i | -1 | -1 | -12 | COc1cc(/C=N/NC(=O)C(C)n2nnc3ccccc32)ccc1O (centres undefined) |
| 54* | -7 | -1 | 26 | nt | 0 | i | nt | 5 | 2 | COc1cc(C(=O)NCCc2ccc(F)cc2)ccc1OCC(=O)N1CCOCC1 |
| 30 | 22 | 2 | 2 | 8 | 25 | i | 1 | 0 | 20 | O=C(/C=C/c1ccc2c(c1)OCO2)Nc1cccnc1 |
| 3 | 1 | -2 | -10 | 0 | 3 | i | -2 | -3 | 27 | CCOc1ccc(CN2CCN(Cc3cnn(CC)c3C)CC2CCO)cc1 (centres undefined) |
| -3 | nt | 0 | -7 | 3 | -2 | i | 10 | 1 | 28 | Cc1ccc(/C([O-])=C(/C(=S)NCc2ccco2)[n+]2ccccc2)cc1 |
| 26 | 5 | 1 | -4 | -2 | -2 | i | -3 | 2 | 14 | O=C(NCC(=O)N1CCN(c2ccccc2)CC1)c1ccco1 |
| 4 | -2 | -6 | -3 | 4 | 1 | i | -36 | 0 | 19 | CCn1c(=O)c(-c2ccccc2)c(O)c2ccccc21 |
| 16 | -4 | 0 | -5 | 3 | 6 | i | 9 | -2 | 34 | O=C(COC(=O)c1cc(Cl)cc(Cl)c1)NCCN1C(=O)CSC1=O |
| -2 | -4 | -3 | 6 | 2 | -5 | i | 12 | -3 | -1 | O=C(O)c1ccccc1/C=N/Nc1ccc(S(=O)(=O)N2CCCC2)cc1[N+](=O)[O-] |
| 6 | 4 | 1 | 17 | -2 | -7 | i | 6 | 3 | 16 | CC(=O)c1cccc(CN2CCCC(C(=O)Nc3ccc(-c4ccco4)cc3)C2)c1 (centres undefined) |
| 15 | 6 | -1 | 16 | 1 | -3 | i | -4 | -4 | 15 | CCOc1ccc(/C=N/NC(=S)NC2CC3CCC2C3)cc1 (centres undefined) |
| 0 | 6 | 0 | 1 | -4 | 21 | i | 9 | 2 | 13 | O=C1CC(c2ccco2)Cc2nc(Nc3nc(-c4ccccc4)c4ccccc4n3)ncc21 (centres undefined) |
| -18 | -3 | -2 | -18 | -1 | 1 | i | -10 | 0 | 23 | CCN(CC)C(=O)c1ccccc1NS(=O)(=O)c1cccs1 |
| -4 | 56* | -1 | -7 | 5 | 0 | i | -2 | -1 | 15 | CCCCn1c(N2CCC(Cc3ccccc3)CC2)nc2c1c(=O)[nH]c(=O)n2C |
| 2 | 1 | -1 | -10 | 2 | 3 | i | -5 | 0 | 4 | Cc1cccc(Nc2nc3ccccc3n3nnnc23)c1 |
| 44 | 3 | -2 | 5 | 0 | -10 | i | 2 | -2 | 40 | CC(C)C(NS(=O)(=O)c1cccs1)C(=O)N1CCc2ccccc2C1 (centres undefined) |
| -7 | 1 | 0 | -1 | 3 | 2 | i | 5 | 0 | 15 | Cc1noc(C)c1C(=O)N1CCCC1 |
| 21 | 1 | -2 | 9 | -2 | 1 | i | -8 | 0 | 2 | CC(CN1CCN(C)CC1)OC(=O)c1ccc(Cl)cc1 (centres undefined) |
| 9 | -1 | 0 | -3 | -4 | -2 | i | 2 | 0 | 37 | Cc1cc(C(C)(C)C)ccc1OCCCCN1CCCC1 |
| 4 | nt | 0 | 5 | 0 | -6 | i | 8 | -3 | 17 | Cc1cccc(C(=O)N/N=C/c2coc3ccccc3c2=O)c1 |
| 0 | 6 | nt | -5 | -4 | -1 | i | 2 | 2 | 11 | O=C(CCSc1ccc(Cl)cc1)c1cccs1 |
| 0 | nt | 0 | -3 | 2 | -5 | i | 1 | -1 | 10 | O=C(CCCOc1ccccc1)N1CCCc2ccccc21 |
| -10 | -1 | -1 | 3 | -1 | -1 | i | 0 | -2 | 13 | CS(=O)(=O)N(CC(=O)Nc1cccc(Br)c1)Cc1ccccc1 |
| 8 | 2 | -1 | 11 | -4 | 3 | i | 1 | 4 | 16 | Cc1oc(-c2ccccc2)nc1CS(=O)CC(=O)NC1CCCC1 (centres undefined) |
| 19 | 16 | -6 | 3 | 3 | -2 | i | -1 | 2 | 15 | O=C(CCc1ccc(Oc2cc([N+](=O)[O-])cc([N+](=O)[O-])c2)cc1)NC1CCCC1 |
